High-throughput results (PubChem)
KB-V1 MDR tox: KB-V1 MDR subline cytotoxicity | 3.4% of 400,000 active | Potency, µM (series often up to 46.1 µM), for inactives: top-dose activity change, negative = cytotoxicity, usual class: cytotoxic | KB-V1 MDR cells viability, CellTiter-Glo, 72 h; note: potency is the fitted concentration of half-maximal effect; % is set by controls: 0 for no effect and ±100 for the full control effect; nearly all actives have a fitted effect of over 60% in size
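KB-V1 cells (P-gp-expressing MDR subline of KB-3-1) in phenol-red-free DMEM with 10% FBS were exposed to library compounds over a concentration series for 72 h at 37 degrees C. Viability read by CellTiter-Glo luminescence; concentration-effect curves fitted after normalization.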
IL-1B inflam inh: inflammasome signaling inhibition, IL-1 beta readout. THP-1 LPS/ATP IL-1B secretion, AlphaLISA, 16 h; stronger effect = lower value. 4.7% of 360,000 active. activity change, % at 57.5 µM; in the data active = activity change below about -50%; inconclusive = mostly about -30% to -49%; note: % is set by controls: 0 for no effect and ±100 for the full control effect
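THP-1 cells pretreated 1 hr with compounds (up to 57.5 uM final), then stimulated with LPS (250 ng/mL final) plus ATP (1.25 mM final); secreted IL-1B measured by AlphaLISA after 16 hr, decreased signal indicating inhibition.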
ATXN2 expr inh: inhibitors of ATXN2 expression; HEK-293 ATXN2-luciferase reporter, luminescence, 24 h; Potency, µM (highest dose often 57 µM), inactives show at the top dose activity change, negative = inhibition, most hits filed as inhibitors; 0.72% of 360,000 active; note: potency is the fitted concentration of half-maximal effect; % is set by controls: 0 for no effect and ±100 for the full control effect; nearly all actives have a fitted effect of over 55% in size
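qHTS (up to 57 uM final) was run with 24 h compound exposure of reporter cells at 37 °C. Each well was multiplexed: SteadyGlo luminescence measured ATXN2-luciferase expression after a fluorogenic Gly-Phe-AFC viability readout (25 uM final).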
SW480 rerep: induces DNA re-replication in SW480 colon adenocarcinoma cells; Potency, µM (highest dose often 46.1 µM), for the others: top-dose re-replication activation, usual class: activators; 1.8% of 340,000 active; SW480 DNA re-replication, Hoechst DNA content imaging, 48 h; note: potency is the fitted concentration of half-maximal effect; % of control where 0% means no effect; nearly all actives have a fitted effect of over 55% in size
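Quantitative HTS format with DMSO vehicle controls; 48 hr drug incubation at 37 C, then 40 min Hoechst staining and scanning imager measurement at 405 nm excitation.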
KB-3-1 tox: kills parental KB-3-1 adenocarcinoma cells; KB-3-1 viability, CellTiter-Glo ATP luminescence, 72 h; Potency, µM (titrated, usually from 46.1 µM), inactives show top-dose activity change, negative = cytotoxic, hits mostly cytotoxic; 1.4% of 400,000 active; AID 1347075; note: potency is the fitted concentration of half-maximal effect; % is set by controls: 0 for no effect and ±100 for the full control effect; nearly all actives have a fitted effect of over 60% in size
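72 h, 37 °C compound treatment of KB-3-1 parental cells; CellTiter-Glo added, 10 min, luminescence read. Data corrected against DMSO-only plates and normalized before curve fitting.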
ATXN viability: reduces viability in counter-screen for ATXN expression inhibitors; S2 cells (HEK-293 line with an ATXN2-luciferase reporter) viability, CellTiter-Fluor protease fluorescence, 24 h; Potency, µM (titrated, usually from 56.7 µM), usual class: cytotoxic; 0.49% of 400,000 active; note: potency is the fitted concentration of half-maximal effect; nearly all actives have a fitted effect of over 40% in size
MCF10A rereplic: inducers of DNA re-replication in MCF 10A breast cells; MCF 10A DNA re-replication, Hoechst nuclear intensity, 48 h; Potency, µM (titrated, usually from 46.1 µM), for inactives: at the top dose activity, positive = re-replication, usual class: activators; 2.9% of 350,000 active; AID 624296; note: potency is the fitted concentration of half-maximal effect; % of control where 0% means no effect; nearly all actives have a fitted effect of over 50% in size
HT1080 IDH1KD tx: HT-1080 IDH1 knockdown cell toxicity (counter line) | HT-1080 IDH1 knockdown viability, ATP luminescence, 48 h | Potency, µM (top dose mostly 46.1 µM), without a hit: at the top dose activity, negative = toxicity, hits mostly cytotoxic | 2% of 360,000 active | AID 686971;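 note: potency is the fitted concentration of half-maximal effect; 0% = DMSO wells and -100% = cell-free medium wells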
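Luminescent ATP read-out (CellTiter-Glo, 10 min at room temperature) after 48 h compound exposure at 37 °C gave viability of IDH1-knockdown HT-1080 cells. Activity was normalised to DMSO and cell-free wells, then fitted as concentration-response curves.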
HT1080-NT tox: kills 2HG-producing HT-1080-NT fibrosarcoma cells. HT-1080-NT fibrosarcoma viability, CellTiter-Glo ATP luminescence, 48 h. Potency, µM (highest dose often 46.1 µM), for the others: at the highest dose activity, negative = less viability, hits mostly cytotoxic. 1.6% of 360,000 active. AID 686970;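 note: NT is the 2HG producing partner of a matched IDH1 knockdown line; potency is the fitted concentration of half-maximal effect; 0% = DMSO-treated cells and -100% = media-only wells without cells; nearly all actives have a fitted effect of over 55% in size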
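A 48-hour cytotoxicity screen used HT-1080-NT cells plated 2 hours before compound delivery. ATP-based CellTiter-Glo luminescence measured viability, normalized to DMSO and no-cell controls.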
The depositor's hits bear a star; i = inactive; ? = inconclusive; . = no result given; [ ] = remark or other dose. Unless noted, calls come from the whole dose curve; as a rule, active = well fitted curve in the direction sought with a large enough effect; inconclusive = small, poorly fitted or top-dose-only effect, or another doubt; inactive = no such curve, though single readings can be large; an effect the other way counts as inactive or inconclusive. Rows were taken by chance. Share with any hit: about 11%.

SMILES	KB-V1 MDR tox	IL-1B inflam inh	ATXN2 expr inh	SW480 rerep	KB-3-1 tox	ATXN viability	MCF10A rereplic	HT1080 IDH1KD tx	HT1080-NT tox
COc1cccc(-c2cc(C(=O)Nc3ccc(N(C)C(C)=O)cc3)c3cc(Br)ccc3n2)c1	?	-1	.	30%	-24%	i	?	-20%	-7%
COc1cc(-c2cc(=O)c3c(O)c(OC)c(OC)c(OC)c3o2)cc(OC)c1OC	7%	?	4%	-8%	6%	i	1%	-1%	-20%
CCn1cc(SCC(=O)Nc2cc(C)on2)c2ccccc21	-5%	14	-1%	-4%	-6%	i	1%	0%	-19%
COc1ccccc1S(=O)(=O)Cc1ccc(C(=O)NCc2ccc(Cl)cc2)o1	-8%	.	-13%	.	-9%	?	.	.	.
O=C(c1cnn2c(C(F)(F)F)cc(-c3cccs3)nc12)N1CCCC1	-1%	0	14%	-2%	4%	i	1%	-2%	-6%
CCS(=O)(=O)C(=C1Nc2ccccc2N1)S(=O)(=O)CC	5%	0	-7%	0%	2%	?	0%	23%	17%
Cc1oc2cc3oc(=O)c(CC(=O)NCC(=O)N[C@@H](C(=O)O)c4ccccc4)c(C)c3cc2c1C	-12%	-14	-3%	-4%	0%	i	?	-2%	2%
Cn1c(=O)c2c(nc(SCC(=O)c3ccc(F)cc3)n2C)n(C)c1=O	-28%	64	-8%	-11%	28%	i	5%	-1%	4%
Cc1cc(NC(=S)NC(=O)c2ccco2)c2ccccc2n1	?	0	-8%	?	11%	i	?	-11%	9%
COC(=O)CCCC[C@@H]1O[C@H](CCc2ccccc2)Cc2[nH]c(=S)[nH]c(=O)c21	28%	28	-1%	.	8%	?	.	2%	8%
CC(=O)Nc1ccc(S(=O)(=O)NC(C)(C#N)C2CC2)cc1 (stereo unspecified)	17%	13	11%	1%	11%	i	-5%	8%	15%
CCCCCCCCCC(=O)N[C@@H]1c2cc(OC)c(OC)cc2C[C@H]1OCc1ccccc1	0%	82	33%[activator]	2%	0%	i	17%	7%	0%
O=C(COC(=O)c1ccc(Br)cc1)NC1CCCC1	?	-4	-1%	-8%	-1%	i	0%	1%	0%
CC(C)c1ccc(N=Cc2c(O)c3ccccc3oc2=O)cc1	4%	-1	.	4%	-1%	i	26%	-18%	-18%
CCCCN(C(=O)c1cccc(S(=O)(=O)N2CCN(C)CC2)c1)c1c(N)n(CCCC)c(=O)[nH]c1=O	26%	11	8%	?	1%	i	3%	1%	-8%
COc1cc(NC(=O)Cn2cc(S(=O)(=O)N3CCC(C)CC3)c3ccccc3c2=O)cc(OC)c1OC	-2%	.	-14%	.	-15%	?	.	.	.
COc1ccc(S(=O)(=O)N2CCOCC2)cc1NC(=O)CCc1c[nH]c2ccccc12	-25%	-7	2%	?	15%	i	4%	23%	3%
Cc1ccc(OCC(=O)Nc2nnn(C)n2)c(C)c1	7%	1	-24%	-1%	-4%	i	-2%	15%	18%
Cc1cc(S(=O)(=O)NCCCN2CCOCC2)c(C)cc1Cl	?	i	9%	-5%	1%	i	-10%	24%	8%
CCN(C(=O)c1cc(S(=O)(=O)N2CCCCC2)c[nH]1)c1ccc(OC)cc1	-8%	-9	26%	-16%	-5%	i	10%	-7%	-2%
CCOc1ccc(Cl)cc1CSc1ncn[nH]1	3%	?	8%	14%	-2%	i	19%	-7%	-20%
O=C(COc1ccccc1F)OCc1cc(=O)n2nc(-c3cccs3)sc2n1	0%	.	-4%	.	-7%	i	.	.	.
C/C(=C\c1ccccc1)C(=O)Nc1ccc(S(=O)(=O)Nc2ncccn2)cc1	0%	9	16%	-24%	4%	i	?	0%	1%
Cc1cc(C)c2c(n1)nn1c(C3CC3)cc(C(F)(F)F)nc21	20%	31	2%	-1%	-1%	i	10%	12%	3%
Cc1cnc(C=O)c2cccc([N+](=O)[O-])c12	-19%	?	.	.	-19%	i	.	?	-10%
CCCCn1nc2cc(C(=O)N(CC)c3ccc(OC)cc3)ccc2c1OCC	-6%	-11	2%	-6%	0%	i	?	1%	3%
Cc1ccccc1Nc1cc(C(=O)NCCc2ccc(Cl)cc2)c2ccccc2n1	-2%	.	?	.	-8%	?	.	.	.
COc1ccc(-c2nnc(SCC(=O)NC(C)c3ccccc3)o2)cc1 (stereo unspecified)	0%	19	2%	-2%	1%	i	-9%	1%	4%
Cn1c(SCc2ccc(Br)cc2)nc2c(c1=O)SCC2	21µM*	14	-19%	-9%	21µM*	i	15%	-7%	-1%
Cc1ccc(S(=O)(=O)N2CCC[C@H]2C(=O)Nc2ccccc2Cl)cc1	?	-20	-16%	6%	-19%	i	1%	-6%	-4%
C=CCn1c(SCC(=O)c2[nH]c(C)c(C(C)=O)c2C)nnc1-c1ccncc1	-16%	15	-4%	-6%	0%	i	2%	2%[9.24 µM]	3%
COc1cccc(C(=O)c2c(N)c(-c3nc(-c4ccccc4)cs3)c3ccccn23)c1	?	.	5%	.	1%	i	.	.	.
O=S(=O)(c1ccccc1)N(Cc1ccccc1)c1ccccn1	8.2µM*	-13	2%	-10%	?	i	-2%	4%	5%
CCCCNC(=O)C1(C)CCN1C(=O)c1cccnc1Oc1ccccc1 (stereo unspecified)	3%	7	-5%	.	0%	i	.	-1%	0%
O=C1CCC(C(=O)N2CCCO2)CN1Cc1cccc(C(F)(F)F)c1 (stereo unspecified)	.	-2	0%	2%	.	i	15%	-1%	0%
O=C(Nc1nnc(S(=O)(=O)N2CCCC2)s1)c1cccc([N+](=O)[O-])c1	-11%	0	14%	-6%	14%	i	0%	-7%	-8%
O=C(/C=C/c1ccc(F)cc1)N1CCN(Cc2ccccc2)CC1	-12%	-26	48%[activator]	-11%	-3%	i	5%	1%	-9%
Cc1cc(C)cc(NS(=O)(=O)c2ccc3[nH]cc(C(=O)NC4CCCCC4)c(=O)c3c2)c1	28%	.	?	.	0%	?	.	.	.
Cc1ccc(C)c(C2=CSC3=NCCN23)c1	-15%	0	-10%	-4%	-14%	i	?	-5%	-2%
O=C(O)C1CCCN1c1ncccn1 (stereo unspecified)	25%	15	4%	-2%	-10%	i	-4%	5%	3%
CCS(=O)(=O)N1CCN=C1SCc1cccnc1	-11%	4	.	-17%	0%	i	1%	10%	14%
Cc1nn(CC(=O)N2CCOCC2)c(C)c1[N+](=O)[O-]	20%	-11	-3%	0%	10%	i	0%	2%	3%
Cc1onc(-c2ccc(Cl)cc2Cl)c1-c1csc(COc2ccccc2)n1	-12%	-21	-11%	18%	-20%	i	12%	-3%	?
Cc1cccc([N+](=O)[O-])c1NC(=O)CN(Cc1ccccc1)Cc1ccccc1	0%	?	-11%	14%	0%	i	?	-10%	-12%
CCOCCCNC(=O)CCc1ccc(S(=O)(=O)Nc2ccc(C)cc2)cc1	-12%	33	-35%	?	0%	i	?	-12%	3%
CCCCCNC(=O)C(c1ccc(-c2ccccc2)cc1)n1c(=O)c(-c2cc3ccccc3[nH]2)nc2ccccc21 (stereo unspecified)	2%	67	.	.	-3%	.	.	13%	5%

Part of the list above in order of heavy-atom count, low to high.
SMILES	KB-V1 MDR tox	IL-1B inflam inh	ATXN2 expr inh	SW480 rerep	KB-3-1 tox	ATXN viability	MCF10A rereplic	HT1080 IDH1KD tx	HT1080-NT tox
O=C(O)C1CCCN1c1ncccn1 (stereo unspecified)	25%	15	4%	-2%	-10%	i	-4%	5%	3%
Cc1ccc(C)c(C2=CSC3=NCCN23)c1	-15%	0	-10%	-4%	-14%	i	?	-5%	-2%
CCS(=O)(=O)N1CCN=C1SCc1cccnc1	-11%	4	.	-17%	0%	i	1%	10%	14%
O=S(=O)(c1ccccc1)N(Cc1ccccc1)c1ccccn1	8.2µM*	-13	2%	-10%	?	i	-2%	4%	5%
O=C(/C=C/c1ccc(F)cc1)N1CCN(Cc2ccccc2)CC1	-12%	-26	48%[activator]	-11%	-3%	i	5%	1%	-9%
O=C(Nc1nnc(S(=O)(=O)N2CCCC2)s1)c1cccc([N+](=O)[O-])c1	-11%	0	14%	-6%	14%	i	0%	-7%	-8%
CCCCNC(=O)C1(C)CCN1C(=O)c1cccnc1Oc1ccccc1 (stereo unspecified)	3%	7	-5%	.	0%	i	.	-1%	0%
CCOCCCNC(=O)CCc1ccc(S(=O)(=O)Nc2ccc(C)cc2)cc1	-12%	33	-35%	?	0%	i	?	-12%	3%
Cc1cccc([N+](=O)[O-])c1NC(=O)CN(Cc1ccccc1)Cc1ccccc1	0%	?	-11%	14%	0%	i	?	-10%	-12%
COc1cccc(C(=O)c2c(N)c(-c3nc(-c4ccccc4)cs3)c3ccccn23)c1	?	.	5%	.	1%	i	.	.	.
CCCCCNC(=O)C(c1ccc(-c2ccccc2)cc1)n1c(=O)c(-c2cc3ccccc3[nH]2)nc2ccccc21 (stereo unspecified)	2%	67	.	.	-3%	.	.	13%	5%
